# High-throughput results (PubChem)
# MEKK2 WT-MEK5 = modulators of MEK5 binding to wildtype MEKK2, primary screen, biochemical, multiplex bead flow cytometry, Alexa488-MEK5; Alexa488-MEK5 binding to MEKK2 WT; actives lie on both sides; binding response (% of control), % at 10 µM; 1.1% of 290,000 active; Mitogen-activated protein kinase kinase kinase 2 (Homo sapiens), Q9Y2U5; in the data active = binding response below about 67% or above about 130%
# MEKK2mut PB1 HTS = MEK5 binding signal on mutant MEKK2 PB1, primary screen, biochemical, multiplex bead flow cytometry, Alexa488-MEK5; Alexa488-MEK5 binding to MEKK2 mutant; percent response, % at 10 µM; 0.35% of 290,000 active; in the data active = percent response above about 24%, passing the limit was not always enough; note: inactives centre near 1; some results filed as inactive read as strong as hits; reference of the scale not given here
# MEKK3 PB1 HTS = modulators of MEKK3-MEK5 PB1 binding, primary screen, biochemical, wildtype MEKK3, multiplex bead flow cytometry, Alexa488-MEK5; bead-based flow cytometry, Alexa488-MEK5 binding to MEKK3; actives lie on both sides; 0 = blocked by unlabeled MEK5, 100 = vehicle; binding response (% of control), % at 10 µM; 1.4% of 290,000 active; AID 1529, 2009;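 active = binding response more than 3 SD above or below the average of its plate-row segment, actives on both sides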;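 note: Alexa488 bead fluorescence after subtracting the streptavidin-only scavenger bead signal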
# IDE act = human IDE activators in live cells, primary screen, fluorescence polarization, HEK cells, FAbeta-B substrate. FAbeta-B cleavage; 0% vehicle, 100% cell-free pure enzyme wells. AID 493087, 2011. Insulin-degrading enzyme (Homo sapiens), P14735. activation, % at 5.96 µM. 0.073% of 340,000 active;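 active = activation above the mean of all tested compounds plus 3 SD, set per screening campaign, cut at about 17% in these data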
# NALP1 yeast inh = NALP1 inflammasome inhibitors in reconstituted yeast, colorimetric, S. cerevisiae, triplicate retest | S. cerevisiae NALP1/ASC/caspase-1 growth, X-gal OD620, 72 h | inhibition, % at 10 µM | 0.61% of 280,000 active; in the data active = inhibition mostly above about 24%, no sharp cut-off; inactive = mostly below about 32%; note: some compounds called inactive have numbers as strong as hits
# p-CIP stab down = p/CIP-EGFP fusion destabilizers, primary screen, fluorescence, F442A cells; decrease of EGFP signal, % at 10 µM; AID 1984, 2009; 16 h; 0.01% of 290,000 active;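 active = EGFP signal decrease of at least 30% at 10 µM or well 3 SD below plate mean, unless failing retest; inactive = the rest, including hits failing retest or dose response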; note: some compounds called inactive have numbers as strong as hits; many of its hits are not listed in these tables
# Target sequence (Q05BA5 1-1403): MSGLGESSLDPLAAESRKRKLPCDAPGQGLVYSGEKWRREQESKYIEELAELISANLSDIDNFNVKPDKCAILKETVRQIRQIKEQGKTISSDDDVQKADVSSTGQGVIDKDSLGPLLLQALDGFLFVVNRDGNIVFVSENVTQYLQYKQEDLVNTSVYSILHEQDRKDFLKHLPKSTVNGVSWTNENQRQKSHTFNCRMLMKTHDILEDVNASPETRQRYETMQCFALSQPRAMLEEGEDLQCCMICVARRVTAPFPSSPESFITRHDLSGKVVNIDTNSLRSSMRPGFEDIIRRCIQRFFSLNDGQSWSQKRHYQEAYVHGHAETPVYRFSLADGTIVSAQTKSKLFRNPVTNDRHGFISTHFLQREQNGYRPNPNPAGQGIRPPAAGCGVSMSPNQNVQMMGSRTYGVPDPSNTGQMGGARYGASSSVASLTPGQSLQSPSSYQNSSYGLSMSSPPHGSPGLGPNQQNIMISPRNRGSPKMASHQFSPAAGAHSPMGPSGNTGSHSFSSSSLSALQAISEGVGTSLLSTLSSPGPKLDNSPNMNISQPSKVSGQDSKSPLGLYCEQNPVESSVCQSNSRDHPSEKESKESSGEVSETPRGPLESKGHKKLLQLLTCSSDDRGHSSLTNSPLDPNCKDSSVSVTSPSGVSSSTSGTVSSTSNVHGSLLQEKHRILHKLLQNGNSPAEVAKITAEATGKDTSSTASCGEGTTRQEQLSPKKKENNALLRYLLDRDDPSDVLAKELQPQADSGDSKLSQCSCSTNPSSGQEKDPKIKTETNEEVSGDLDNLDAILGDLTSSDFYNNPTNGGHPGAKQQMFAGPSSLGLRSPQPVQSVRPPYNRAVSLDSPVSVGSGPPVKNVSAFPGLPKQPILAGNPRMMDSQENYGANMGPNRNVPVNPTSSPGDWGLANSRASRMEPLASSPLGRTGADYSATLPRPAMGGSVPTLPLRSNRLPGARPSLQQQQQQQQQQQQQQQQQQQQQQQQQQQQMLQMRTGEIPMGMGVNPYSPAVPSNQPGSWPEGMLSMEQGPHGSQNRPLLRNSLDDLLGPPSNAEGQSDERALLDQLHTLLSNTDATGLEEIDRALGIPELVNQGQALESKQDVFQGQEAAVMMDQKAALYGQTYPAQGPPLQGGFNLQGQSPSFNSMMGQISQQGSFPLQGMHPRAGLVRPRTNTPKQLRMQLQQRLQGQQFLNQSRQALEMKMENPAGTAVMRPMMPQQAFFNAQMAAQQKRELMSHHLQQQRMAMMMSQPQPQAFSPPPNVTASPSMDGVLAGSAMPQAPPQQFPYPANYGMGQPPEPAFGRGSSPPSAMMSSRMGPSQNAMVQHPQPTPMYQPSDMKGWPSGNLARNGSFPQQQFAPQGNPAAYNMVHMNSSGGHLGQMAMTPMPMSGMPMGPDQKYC
# IDE cell inh = human IDE inhibitors in live cells, primary screen, fluorescence polarization, HEK cells, FAbetaB substrate; Insulin-degrading enzyme (Homo sapiens), P14735; FAbetaB cleavage; inhibition, % at 5.59 µM; 0.41% of 320,000 active;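 active = percent inhibition above the average of all tested compounds plus 3 SD, set per screening campaign, cut at about 16% in these data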;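 note: IDE supplied by intact live HEK cells; FP after avidin binding of uncleaved biotin substrate so inhibition keeps polarization high; 0% = DMSO wells and 100% = 60 µM reference IDE inhibitor Ii1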
# UBC9 SUMO inh = inhibitors of in vitro SUMOylation cascade, primary screen, biochemical, HTRF, uHTS; SUMO-conjugating enzyme UBC9 (Homo sapiens), P63279; HTRF SUMOylation assay, SAE1/SAE2 + UBC9; inhibition, % at 35 µM; 0.36% of 290,000 active; AID 2006, 2009; in the data active = inhibition above about 50%, passing the limit was not always enough; note: strong numbers were not always called active
# PfM18AAP inh = PfM18AAP inhibitors, malaria aminopeptidase, primary screen, biochemical, QFRET, recombinant enzyme | inhibition, % at 7.35 µM | 1.2% of 290,000 active | H-Glu-NHMec fluorogenic cleavage;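 active = inhibition above the campaign mean inhibition over all tested compounds plus 3 SD, cut at about 28% in these data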;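 note: 0% = plate median of test compound wells and 100% = 2 mM ZnCl2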
# * marks the source's active call; other numbers are inactive results; / = not tested or not shown; [ ] = another dose, or the depositor's remark. Only part of the results is shown. The share of hits here may be higher or lower than overall.
SMILES,MEKK2 WT-MEK5,MEKK2mut PB1 HTS,MEKK3 PB1 HTS,IDE act,NALP1 yeast inh,p-CIP stab down,IDE cell inh,UBC9 SUMO inh,PfM18AAP inh
O=C(CO/N=C/c1ccc(OC(F)F)cc1)N1CCc2ccccc21,95,-3,94,4,29,0,8,2,-10
COc1ccc(C(=O)N2CCCN(C)CC2)cc1S(=O)(=O)N1CCCc2ccccc21,107,6,99,0,-13,-10,-6,13,-4
O=C(CSc1ncccc1C(=O)O)c1cccc(C(F)(F)F)c1,101,-1,100,6,-18,15,2,17,1
CN(C(=O)OC(C)(C)C)c1ccc(-c2nc3ccccc3s2)cc1,109,4,115,1,/,/,-1,/,/
Cc1nc2ccc(C(=O)N3CCSCC3)cc2s1,107,5,102,5,13,-2,4,7,1
CN(C)S(=O)(=O)c1ccc(/C(O)=C2/C(=O)C(=O)N(Cc3cccnc3)C2c2cccs2)cc1 (stereo not given),100,3,96,0,6,0,-2,3,1
CCCC(C)C(=O)Nc1ccccc1C(=O)OCC (stereo not given),101,5,101,-2,-4,-13,-9,12,1
Cc1cc(C)n(-c2nc(NCCC(C)C)c3c4c(sc3n2)COC(C)(C)C4)n1,/,/,/,-3,0,-2,/,-2,-13
O=C(Nc1ccccc1)c1ccccc1CCc1ccccc1,100,0,85,1,0,5,1,64,0
CCOC(=O)C(=NC(C)CC)NNc1cccc(C(F)(F)F)c1 (stereo not given),108,3,106,0,44,-6,0,-9,0
CN(C)c1ccccc1C(=O)N1CCCC(C(=O)c2ccc3ccccc3c2)C1 (stereo not given),100,0,100,-1,11,-13,4,-6,4
COCCN(C(=O)C(=O)NC1CCCC1)C(C(=O)NC1CCCC1)c1ccccc1F (stereo not given),89,-9,78,0,-4,-4,0,0,-1
Oc1cccc(/C=N/Nc2ccc(Cl)nn2)c1,110,3,103,0,12,0,-3,5,6
O=C(Nc1cccc(S(=O)(=O)Nc2ccc(Cl)cc2)c1)c1ccc2c(c1)OCCO2,114,10,98,5,17,-9,5,-19,-1
CCN(CCCNC(=O)CC(C(=O)N1CCc2ccccc21)n1ccnc1)c1ccccc1 (stereo not given),106,3,105,-2,12,-1,1,14,0
CCOC(=O)c1c(NC(=O)CSc2nnc(CNc3ccc(F)cc3)o2)sc(C(C)=O)c1C,100,-3,103,-1,11,-2,0,19,7
COc1cc(C2C3=C(CC(C)(C)CC3=O)OC3=C2C(=O)CC(C)(C)C3)cc([N+](=O)[O-])c1O,85,-10,93,4,6,-11,-6,14,3
Cc1[nH]c(C)c2c(=O)n(-c3ccccc3)ncc12,105,8,106,5,-19,-6,6,22,-8
O=S(=O)(CCc1nc2ccccc2o1)c1ccc(Cl)cc1,105,5,103,4,3,-4,3,4,7
Cc1cc(NC(=O)CSc2nc(N)c(NC(=O)c3ccccc3F)c(=O)[nH]2)no1,105,8,100,-2,-2,-6,5,-4,-5
CCC1(c2cccc(Cl)c2)NC(=O)N(Cc2cc(C(=O)OC)c(C)o2)C1=O (stereo not given),104,3,106,-6,10,-6,-1,-16,7
CCc1cc(OCCCCNCc2ccccc2)ccc1Cl,134,6,103,6,63*,8,4,-8,0
COc1ccc(-c2ccc(SCC(=O)N3CCOCC3)nn2)cc1,93,-6,94,-2,-2,-4,4,2,-2
COc1ccc(Cc2nc3ccc(C(=O)N(C)CCCN4CCOCC4)cc3o2)cc1,101,3,100,4,-7,-8,9,7,-4
COCCN(C(=S)Nc1c(C)cccc1C)C(C)c1cccs1 (stereo not given),100,1,103,2,-8,-5,-6,15,0

# Next part, overlapping the part above by 3 compounds.
SMILES,MEKK2 WT-MEK5,MEKK2mut PB1 HTS,MEKK3 PB1 HTS,IDE act,NALP1 yeast inh,p-CIP stab down,IDE cell inh,UBC9 SUMO inh,PfM18AAP inh
COc1ccc(-c2ccc(SCC(=O)N3CCOCC3)nn2)cc1,93,-6,94,-2,-2,-4,4,2,-2
COc1ccc(Cc2nc3ccc(C(=O)N(C)CCCN4CCOCC4)cc3o2)cc1,101,3,100,4,-7,-8,9,7,-4
COCCN(C(=S)Nc1c(C)cccc1C)C(C)c1cccs1 (stereo not given),100,1,103,2,-8,-5,-6,15,0
Cc1ccc(S(=O)(=O)N(C)/N=C2/C(=O)N(CC(=O)O)c3ccccc32)cc1,105,2,100,-1,17,-3,5,18,-10
O=C(O)C1CSC(c2ccc(O)c([N+](=O)[O-])c2)N1 (stereo not given),89,0,100,4,-14,13,/,-42,10
Cc1cc2c(cc1S(=O)(=O)Nc1ccc(F)cc1)n(C)c(=O)c(=O)n2C,96,1,99,0,19,5,5,7,-8
Cc1ccc2c(c1)N(C(=O)CCC(=O)N1CCCCC1)CCO2,97,3,98,-2,12,7,7,9,6
CC(C)CN(C(=O)CN1CCN(c2ccc(F)cc2)CC1)c1c(N)n(CC(C)C)c(=O)[nH]c1=O,89,10,98,2,19,2,1,-15,-12
COc1cccc(/C=N/NC(=O)c2cccc3ccccc23)c1,91,-2,96,5,8,-5,/,4,3
CCCCn1c(N)c(N2CCOCC2)c(=O)n(CC(=O)NCCc2ccccc2)c1=O,97,-8,103,1,15,0,-2,-1,-2
CC(C)Nc1nc(Oc2cccc(Cl)c2Cl)cc(C(F)(F)F)n1,/,/,/,-2,0,-8,5,-10,-1
Cc1ccc(-c2cn3cccnc3n2)cc1NC(=O)c1c(-c2ccccc2Cl)noc1C,/,/,/,6,13,-16,0,47,6
COc1ccc(CNC(=O)C2CCN(S(=O)(=O)N3CCCCC3)CC2)c(OC)c1,102,2,102,2,2,0,6,2,-4
COc1ccccc1CC(=O)N1CCCC(CCC(=O)NCc2ccccc2F)C1 (stereo not given),79,-24,82,10,/,-3,1,22,-15
O=C(CSc1n[nH]c(-c2ccccn2)n1)Nc1ccc(Cl)cc1,102,2,108,-6,-18,-10,-3,-30,-5
COc1cc(C)nc(NC(=S)N(C)C(=O)c2ccccc2)n1,108,4,108,/,3,6,4,-17,-4
Cc1ccc(C)c(NC(=S)NNC(=O)c2csc(C)c2)c1,91,-5,85,-2,14,7,1,15,2
Cn1cccc1-c1cc(C(=O)N/N=C/c2cccc(O)c2)[nH]n1,86,-13,94,2,2,-5,4,17,10
CCOC(=O)CC(=O)COc1nc2cc3c(nc2o1)CCCC3,103,5,105,-2,-8,-9,-1,16,19
Nn1nnc2ccccc21,107,3,104,6,3,11,6,3,/
Clc1ccc2c(NCc3ccco3)ncnc2c1,110,5,108,0,42,4,4,-8,2
CCOc1ccc(S(=O)(=O)n2cc(-c3ccc(F)cc3)c(N)n2)cc1,95,-6,92,-1,5,-6,-9,-8,2
COc1cccc(Nc2nnc(SCC(=O)N(CC(C)C)CC(C)C)s2)c1,109,9,116,6,0,-4,-3,-21,3
Cc1ccc(Nc2nc(N3CCOCC3)nc(N3CCOCC3)n2)cc1,103,0,100,2,-1,-20,1,13,-5
CC(C)CC(=O)Nc1c2c(nn1-c1ccc(F)cc1)CS(=O)C2 (stereo not given),103,2,100,6,15,-4,0,10,-7
CC1(C)Cc2c(ccc3ccccc23)C(NNC(=O)c2cccnc2)=N1,106,0,105,2,5,-7,-5,20,1
S=C(Nc1ccc(Nc2ccccc2)cc1)Nc1ccccn1,97,-4,102,-1,14,8,3,-28,1
CCONC(=O)Nc1ccccc1[N+](=O)[O-],103,-1,94,3,13,-1,1,0,-10

# Continued:
SMILES,MEKK2 WT-MEK5,MEKK2mut PB1 HTS,MEKK3 PB1 HTS,IDE act,NALP1 yeast inh,p-CIP stab down,IDE cell inh,UBC9 SUMO inh,PfM18AAP inh
CCN(c1cc(C)cc(C)c1)S(=O)(=O)c1nnc(NC(=O)C(C)C)s1,106,2,103,2,7,-6,/,-9,-5
S=C(c1ccc(-c2ccccc2Cl)o1)N1CCCCC1,113,4,99,5,20,8,-8,2,4
O=C(Nc1cccc2nsnc12)c1cccnc1,101,-1,104,3,11,-5,1,29,-4
COc1ccc(N2CCN(CCCNS(=O)(=O)c3c(C)noc3/C=C/N(C)C)CC2)cc1,123,22,111,/,25,-1,1,-1,2
CCCc1cc(=O)[nH]c(SCC(=O)N(C)C2CCS(=O)(=O)C2)n1 (stereo not given),88,-6,83,1,-8,-12,5,13,1
O=c1c(Cl)c(Nc2cccc(Cl)c2)cnn1-c1nc2ccccc2s1,91,-3,98,-1,-27,5,-9,1,-6
COc1ccc(-c2ccnc(-c3ccc(O)cc3)n2)cc1,94,-6,102,6,-4,11,3,5,2
COCCCNCCOc1ccc(C(C)(C)c2ccccc2)cc1,119,0,105,-2,46*,6,-2,-10,1
CC1(C)CC(=O)c2sc(NC(=O)c3ccccc3)nc2C1,80,-13,87,/,-18,-1,6,1,7
CCOCN(C(=O)Cn1cnc2ccccc21)c1c(C)cccc1CC,95,-8,99,-2,3,-17,5,1,-7
Cc1cccc(Nc2nc(N)nc(CSc3nccn3C)n2)c1,101,2,100,2,-8,-1,6,-16,0
CC[C@H](C)[C@H](NC(N)=O)C(=O)NCCc1ccc(OC)cc1,94,2,97,7,15,4,-5,5,-3
CC1Cc2ccccc2N1Cc1nc2cc(Cl)ccc2c(=O)[nH]1 (stereo not given),101,-1,102,1,-4,2,2,6,4
CCCS(=O)(=O)c1nc(S(=O)(=O)c2ccc(C)cc2)c(N2CCCC2)s1,107,5,104,2,14,-17,8,23,0
CC1NC(=O)NC1CCCCC(=O)O (stereo not given),115,9,109,10,4,-10,3,4,-1
COc1ccc(C(=O)NCc2nnc(SCC(=O)NCc3ccco3)o2)cc1,100,-5,102,2,26,7,8,-16,14
CCC(C)N1CC23C=CC(O2)C(C(=O)OC)C3C1=O (stereo not given),99,3,100,7,25,-8,0,-19,4
COc1ccc(N(CC(=O)Nc2cccc(C(F)(F)F)c2)S(=O)(=O)c2c(C)[nH]c(=O)[nH]c2=O)cc1,97,-8,95,1,19,-1,-3,/,-2
Cc1ccccc1-c1cc(C(=O)N/N=C/c2cccnc2)c2ccccc2n1,101,2,101,-2,-2,-7,/,4,3
CCOC(=O)c1ccc[n+](CC(=O)c2ccc(OC)cc2)c1,103,1,106,4,24,6,5,6,8
N#Cc1c(N)c(C(=O)c2ccccc2)n2c1CCC2,100,-1,98,2,37,14,0,-13,-3
O=C(Nc1ccc(N2CCOCC2)nc1)c1ccccc1Cl,89,-20,85,8,12,-5,-3,30,-9
Cc1cccn2c(=O)c(C=O)c(N3CCCCCC3)nc12,99,4,102,-1,-2,-14,1,2,1
O=C1N=C(N2CCC(Cc3ccccc3)CC2)S/C1=C/c1cn[nH]c1-c1ccccc1,91,-3,102,-2,3,-23,7,20,-9
CN(C)C(=O)COC(=O)c1cccc(CN2C(=O)c3ccccc3C2=O)c1,84,-3,71*[inhibitor],4,16,7,0,4,-2
Cc1onc(-c2ccccc2)c1NC(=O)Nc1ccc(OC(F)F)cc1,99,-3,98,/,12,-5,0,17,0
CCC(C)n1c(SCC(=O)NC(=O)c2cccn2C)nc2ccccc2c1=O (stereo not given),99,2,109,-1,1,-11,5,5,-4
NNC(=O)CCN1CCCCC1,99,-6,100,1,13,-17,-2,3,2
